# PABP1 MLLE inh – inhibitors of microRNA-mediated deadenylation, human PABP1 MLLE binding; P11940; GST-MLLE / FITC-PAM2 fluorescence polarization; inhibition, % at 20 µM; 360,000 tested, 0.36% active; AID 588489; in the data active = inhibition above about 35%, passing the limit was not always enough;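 note: plate controls were DMSO wells with GST-MLLE for no effect and wells lacking GST-MLLE protein for full effect; some results filed as inactive read as strong as hits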
# SKN-1 block – blocks SKN-1 activity in C. elegans | C. elegans VP596 Pgst-4::GFP/RFP ratio, acrylamide-induced, 24 h | inhibition, % at 21.8 µM | 360,000 tested, 0.49% active | AID 624304;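 active = interference check ratio from 0.5 to 1.5 plus GFP to RFP signal ratio inhibition reaching or exceeding a fixed threshold, cut at about 30% in these data, passing the limit was not always enough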; note: some compounds called inactive have numbers as strong as hits
# Rin1-Abl PPI inh – blocks binding of human Rin1 to Abl; P00519+Q13671; TR-FRET Rin1/Abl binding, biochemical; inhibition, % at 7.35 µM; 360,000 tested, 0.4% active; AID 588664; in the data active = inhibition above about 5%, passing the limit was not always enough
# FAS-TE inh – inhibitors of human fatty acid synthase thioesterase domain; P49327; recombinant FAS-TE, OMFH fluorogenic substrate, fluorescence endpoint; inhibition, % at 15 µM; 360,000 tested, 0.67% active; AID 602261;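 active = compounds whose normalised, plate-corrected inhibition of enzyme fluorescence in the single-dose primary screen is 50% or more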;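 note: 0% = DMSO with enzyme and 100% = substrate without enzyme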
# Target sequence (P49327 whole entry, looked up, the tested form may be a part): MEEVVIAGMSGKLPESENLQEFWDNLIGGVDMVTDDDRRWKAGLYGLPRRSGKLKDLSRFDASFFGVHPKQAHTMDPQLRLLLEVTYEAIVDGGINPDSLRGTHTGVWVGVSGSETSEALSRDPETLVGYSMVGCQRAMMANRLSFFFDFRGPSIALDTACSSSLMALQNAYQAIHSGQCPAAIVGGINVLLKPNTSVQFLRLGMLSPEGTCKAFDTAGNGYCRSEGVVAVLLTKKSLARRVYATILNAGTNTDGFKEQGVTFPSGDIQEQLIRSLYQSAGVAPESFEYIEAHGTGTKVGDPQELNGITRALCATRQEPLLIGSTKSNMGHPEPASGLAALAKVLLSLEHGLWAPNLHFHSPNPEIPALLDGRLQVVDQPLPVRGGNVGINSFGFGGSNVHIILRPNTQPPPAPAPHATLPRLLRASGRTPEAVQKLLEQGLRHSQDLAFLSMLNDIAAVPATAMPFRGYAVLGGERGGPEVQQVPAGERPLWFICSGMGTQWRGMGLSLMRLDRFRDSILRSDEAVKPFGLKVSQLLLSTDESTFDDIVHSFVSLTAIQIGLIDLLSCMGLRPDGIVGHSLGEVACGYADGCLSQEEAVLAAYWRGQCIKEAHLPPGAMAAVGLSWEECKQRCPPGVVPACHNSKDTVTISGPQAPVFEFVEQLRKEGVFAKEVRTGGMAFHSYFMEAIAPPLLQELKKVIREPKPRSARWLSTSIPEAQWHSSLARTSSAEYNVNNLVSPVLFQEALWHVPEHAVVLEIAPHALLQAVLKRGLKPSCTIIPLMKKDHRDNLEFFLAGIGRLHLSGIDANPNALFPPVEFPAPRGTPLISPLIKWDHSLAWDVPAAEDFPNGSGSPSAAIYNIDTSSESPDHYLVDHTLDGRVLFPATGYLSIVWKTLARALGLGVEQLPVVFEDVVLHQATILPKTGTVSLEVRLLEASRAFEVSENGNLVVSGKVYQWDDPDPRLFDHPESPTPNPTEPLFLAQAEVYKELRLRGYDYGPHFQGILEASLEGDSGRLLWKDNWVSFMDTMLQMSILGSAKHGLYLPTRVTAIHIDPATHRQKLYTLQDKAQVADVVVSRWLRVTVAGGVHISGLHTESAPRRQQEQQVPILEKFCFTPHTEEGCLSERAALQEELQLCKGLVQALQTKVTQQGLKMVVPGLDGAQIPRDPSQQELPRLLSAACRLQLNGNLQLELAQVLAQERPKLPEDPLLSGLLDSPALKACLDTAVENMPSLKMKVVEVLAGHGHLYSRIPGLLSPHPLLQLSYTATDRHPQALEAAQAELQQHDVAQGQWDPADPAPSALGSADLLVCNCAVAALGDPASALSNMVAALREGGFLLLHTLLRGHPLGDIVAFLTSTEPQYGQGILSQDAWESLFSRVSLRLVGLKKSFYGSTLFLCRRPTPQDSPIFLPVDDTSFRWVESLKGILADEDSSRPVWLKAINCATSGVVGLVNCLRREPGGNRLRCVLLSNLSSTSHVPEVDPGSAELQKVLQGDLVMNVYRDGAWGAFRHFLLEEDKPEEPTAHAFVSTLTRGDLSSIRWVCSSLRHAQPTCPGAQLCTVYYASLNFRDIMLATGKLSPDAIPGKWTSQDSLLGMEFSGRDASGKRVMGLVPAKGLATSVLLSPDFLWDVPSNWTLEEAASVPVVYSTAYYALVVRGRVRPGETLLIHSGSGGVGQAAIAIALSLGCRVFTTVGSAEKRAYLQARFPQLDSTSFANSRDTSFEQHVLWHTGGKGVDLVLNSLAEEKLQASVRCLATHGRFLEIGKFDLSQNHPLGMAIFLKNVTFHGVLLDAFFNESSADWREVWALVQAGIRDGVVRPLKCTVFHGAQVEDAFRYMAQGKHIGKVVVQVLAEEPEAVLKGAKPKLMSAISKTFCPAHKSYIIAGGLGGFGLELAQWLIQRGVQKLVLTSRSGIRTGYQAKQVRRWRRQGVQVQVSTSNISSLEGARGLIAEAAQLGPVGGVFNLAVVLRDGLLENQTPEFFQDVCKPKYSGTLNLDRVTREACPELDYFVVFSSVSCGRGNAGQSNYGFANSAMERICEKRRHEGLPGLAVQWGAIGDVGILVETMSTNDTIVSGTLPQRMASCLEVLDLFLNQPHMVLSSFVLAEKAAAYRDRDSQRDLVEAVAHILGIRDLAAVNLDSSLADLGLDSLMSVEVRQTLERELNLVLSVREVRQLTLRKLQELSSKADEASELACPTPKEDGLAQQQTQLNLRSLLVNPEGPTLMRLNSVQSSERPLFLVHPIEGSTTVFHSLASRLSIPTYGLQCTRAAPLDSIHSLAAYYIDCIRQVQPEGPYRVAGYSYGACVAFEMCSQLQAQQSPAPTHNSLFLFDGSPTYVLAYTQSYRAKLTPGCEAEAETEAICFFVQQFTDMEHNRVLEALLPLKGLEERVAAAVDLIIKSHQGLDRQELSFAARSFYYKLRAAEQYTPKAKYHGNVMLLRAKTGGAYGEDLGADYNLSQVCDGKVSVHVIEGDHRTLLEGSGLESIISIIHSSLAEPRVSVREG
# bovine MsrA act – bovine methionine sulfoxide reductase A activation; purified bovine MsrA, absorbance read-out; activation, % at 10.6 µM; 360,000 tested, 0.3% active; in the data active = activation above about 7.5%;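 note: 0% = vehicle and 100% = reference activator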
# MT1-MMP act inh – inhibitors of human MT1-MMP activation; P50281; HT1080 RFP-PRO-GFP cells, GFP/RFP ratio fluorescence, overnight; percent of plate control window, DMSO zero; GFP/RFP ratio change, % at 20 µM; 360,000 tested, 0.061% active; AID 651647;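 active = GFP/RFP ratio change of at least 30% with cell ATP level not reduced by more than half and red fluorescence within 50% of control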; note: strong numbers were not always called active
#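 Test system: HT1080 RFP-PRO-GFP cells; Benchmarks: DMSO and RFP-L50D-GFP cell wells; Timing: cells overnight before dosing, compound overnight, 37 °C, 5% CO2; Compound: one 20 µM compound dose with 1% DMSO; Read-out: GFP/RFP fluorescence ratio.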
# NRP1-CendR mod – NRP-1/CendR interaction modulation. inhibition, % at 25 µM. O14786. FAM-RPARPAR peptide binding to NRP-1, fluorescence polarization. 360,000 tested, 0.85% active;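 active = inhibition or corrected inhibition above about 18%, plus a signal ratio from 0.5 to 1.5, limit read from the data, passing the limit was not always enough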; note: strong numbers were not always called active
# eLon inh – inhibits E. coli Lon protease | P0A9M0 | purified E. coli Lon protease, fluorescence polarization | inhibition, % at 7.94 µM | 360,000 tested, 0.42% active | AID 602123; in the data active = inhibition above about 13%, passing the limit was not always enough;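 note: 0% = enzyme with probe and DMSO and 100% = no enzyme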
# Neddylation inh – cullin neddylation inhibition | calls only at 25 µM | 360,000 tested, 0.58% active | TR-FRET cullin neddylation, biochemical | P61081+Q13564 | AID 651699; in the data active = inhibition above about 36%
# * hit, by the source's call; i = inactive; nt = no result given. An unsorted share of the library; overall some 4% were active at least once.
SMILES,PABP1 MLLE inh,SKN-1 block,Rin1-Abl PPI inh,FAS-TE inh,bovine MsrA act,MT1-MMP act inh,NRP1-CendR mod,eLon inh,Neddylation inh
Cc1nn(CC(=O)Nc2c(F)cc(F)cc2Br)c(=O)c2cccn12,1.5,6.3,-0.2,-7.1,-0.4,1.4,-11.1,-8.1,i
O=C(NC1CCCC1)C(c1ccc(Cl)cc1)N1CCOCC1 (stereo not drawn),16.2,-11.1,-1.9,-5.4,-4.0,3.3,-7.7,3.6,i
O=C(Nc1ccccc1)O/N=C(\c1ccccc1)c1ccccn1,4.6,-1.2,-2.0,-13.4,-9.7,8.8,-1.0,2.4,i
NC(=O)CN1C(=O)C(=O)N(Cc2cccc(Cl)c2)C1=O,-8.6,-20.8,-3.2,-6.0,0.4,-1.0,0.2,-6.5,i
NC(=S)Nc1ccc2cn[nH]c2c1,-12.0,-0.5,-2.2,-9.6,2.6,3.2,5.0,-5.0,i
C=CCSC1=C(C#N)C(c2ccccc2)CC(=O)N1 (stereo not drawn),35.3,-11.1,0.6,-4.7,1.4,1.0,-2.3,0.8,i
Nc1ccc(N2CCN(c3ccccc3)CC2)c(F)c1,-2.9,13.0,1.1,-1.0,-3.8,0.4,10.3,-4.1,i
O=C(C1CCCCN1S(=O)(=O)c1ccccc1)N1CCCCC1 (stereo not drawn),17.7,3.1,1.9,-5.4,-2.7,-3.5,1.6,14.0,i
COC(=O)CSc1nc2ccc(NC(=O)c3ccccc3C(=O)N3CCOCC3)cc2s1,12.0,4.0,-4.7,-16.2,-3.6,-0.7,-2.9,3.3,i
CCc1ccccc1NC(=O)c1cccc(Oc2ccc([N+](=O)[O-])cc2Cl)c1,11.1,-1.5,0.3,20.8,-8.0,-1.9,3.5,-7.0,i
N#Cc1c(NC(=O)CN2CCN(S(=O)(=O)c3ccc4c(c3)OCCO4)CC2)sc2c1CCC2,-21.1,-9.1,0.3,-1.1,-3.1,-8.3,-24.2,5.6,i
CCN(CC)c1ccc(NC(=O)COC(=O)c2cccs2)cc1,1.6,-9.9,-0.9,0.6,1.0,5.0,-12.8,5.8,i
O=C(COC(=O)CNC(=O)c1cccc([N+](=O)[O-])c1)NCc1ccco1,-4.1,-0.4,0.4,4.9,-2.6,-0.8,-8.2,-5.8,i
O=C(O)c1cccc(NC(=S)NC(=O)C(c2ccccc2)c2ccccc2)c1,35.1,9.5,4.6,8.3,0.4,-4.0,8.5,-4.1,i
COc1ccc(NC(=O)COC(=O)Cc2ccc(Br)cc2)cc1,7.6,-7.1,-1.7,2.6,-1.9,-2.7,7.5,1.6,i
CCC(OCC(O)CN1CCCCC1)c1ccccc1 (stereo not drawn),3.0,5.3,-1.7,-7.8,3.2,1.9,6.6,3.1,i
Cc1ccc(C(=O)Nc2cc3[nH]c(=O)oc3cc2C)cc1,-11.8,-24.0,0.2,-4.1,-2.1,6.0,-1.1,-4.8,i
CCOC(=O)C1CCN(C(=O)CSc2nc(N)cc(=O)[nH]2)CC1,-10.4,-13.4,3.0,-4.2,-6.9,3.5,-4.6,10.2,i
COc1ccc(-c2oc3cc(O)c(OC)c(O)c3c(=O)c2OC)cc1O,-6.0,6.3,2.9,-0.9,-5.1,30.5,-15.9,5.9,i
O=C(/C=C/c1ccco1)NCc1ccc(F)cc1,2.9,9.8,3.9,-3.8,3.8,-2.2,-21.2,-3.2,i
CCC(C(=O)OC(C)C(=O)Nc1ccc(Cl)cn1)c1ccccc1 (stereo not drawn),-0.1,-18.3,-0.9,8.6,-3.8,4.3,0.9,-1.4,i
COc1ccc2nc(NC(=O)c3cccc(N4C(=O)CCC4=O)c3)sc2c1,-2.1,-15.8,0.8,-0.3,0.7,2.8,10.4,-4.5,i
CCOc1cc(NC(=O)C(C)C)c(OCC)cc1NC(=O)Nc1ccccc1,8.2,10.9,0.7,-5.6,-2.0,2.9,-2.4,4.5,i
O=C(O)CCCC(=O)Nc1ccc(Sc2ccc([N+](=O)[O-])cc2)cc1,-10.9,-2.7,-4.3,-2.2,2.5,1.4,-6.7,1.5,i
CN(Cc1ccccc1)C(=O)COC(=O)c1cc2ccccc2oc1=O,-0.2,7.2,-2.0,-8.0,-2.5,7.8,3.2,8.1,i
SMILES,PABP1 MLLE inh,SKN-1 block,Rin1-Abl PPI inh,FAS-TE inh,bovine MsrA act,MT1-MMP act inh,NRP1-CendR mod,eLon inh,Neddylation inh
O=C(NC1CCCC1)C1CCCN(S(=O)(=O)c2cccc3cccnc23)C1 (stereo not drawn),-7.3,-19.6,0.4,-5.4,-13.3,0.6,-19.4,-5.3,i
CCCCCCCc1nc2c(=O)n(C)c3ccccc3c2o1,-32.5,-20.1,4.1,5.3,3.0,2.5,13.1,-3.5,i
O=C(COC(=O)c1cc(F)cc(F)c1)NCCCc1ccccc1,-9.3,-11.0,2.7,0.5,0.1,-4.0,-6.4,4.0,i
Cc1cccc(S(=O)(=O)Nc2ccc(-c3cn4ccccc4n3)cc2)c1,-8.3,18.7,3.1,1.9,-3.3,2.1,-4.1,-18.8,nt
CNC(=O)COc1ccc(C=O)cc1OC,6.7,4.3,1.0,-11.2,-1.8,0.9,3.9,-10.4,i
COc1ccccc1C(=O)N(CCC1CCCN1C)c1nc2ccccc2s1 (stereo not drawn),-7.9,10.6,1.7,0.4,-1.2,-1.8,-2.4,-0.3,i
Nc1nnc(CCS(=O)(=O)c2cc(Cl)ccc2Cl)s1,14.1,11.3,-0.2,-8.2,0.9,4.1,11.6,-1.0,i
Cc1ccccc1OCC(=O)N=Nc1c(O)n(C)c2ccccc12,-0.1,-0.5,-2.3,5.4,1.2,2.6,2.8,0.4,i
CC(=C/c1ccco1)/C=N/NC(=O)c1ccncc1,1.5,-2.1,-0.4,-1.5,-1.4,-2.3,-12.0,9.1,i
CC(C)OCCCNC(=O)C1CC(=O)N(CCc2ccccc2)C1 (stereo not drawn),1.3,5.7,-0.3,-2.7,-2.9,3.6,4.3,-2.5,i
Cn1ccc2c(N3CCCC3)cc3c(c21)C1CCC3C1 (stereo not drawn),20.9,5.7,2.5,-7.2,-1.9,1.2,1.0,6.5,i
COc1cc(NC(=O)c2cccs2)ccc1NC(=O)c1ccccc1Cl,-11.4,1.8,-6.5,13.4,-4.5,1.4,-3.1,0.9,i
Cc1cc(=O)oc2cc(OC(C)C(=O)NC3(C#N)CCCCC3)ccc12 (stereo not drawn),-6.6,16.4,2.0,-5.3,-3.2,1.5,1.1,-5.6,i
Cc1[nH]c2ccccc2c1/C=C/c1nc2ccccc2c(=O)n1CCO,-17.1,4.0,-1.6,5.3,-5.2,0.6,-69.8,1.1,i
COc1ccc(-c2cc3nc(-c4ccccc4)cc(N4CCC(O)CC4)n3n2)cc1,-2.2,6.6,3.2,34.1,-8.7,2.3,2.0,-7.0,i
O=C(Nc1nc(COc2ccccc2)cs1)C1CCC1,1.6,8.0,-5.5,-3.3,-0.3,-1.9,4.9,5.2,i
CCN(CC)S(=O)(=O)c1ccc(NC(=O)CNC2CCCCC2)cc1,-5.7,-6.9,2.6,-1.9,8.4*,-1.6,-6.3,0.8,i
Cc1ccc(CN2CCC(n3nccc3NC(=O)C3CCOC3)CC2)cc1 (stereo not drawn),-0.2,19.4,0.2,-5.9,-3.5,-1.2,-9.1,0.2,i
C/C(CCc1oc2c(Br)cc(Br)cc2c1-c1ccc(C)o1)=N\O,-18.7,13.9,-1.1,7.4,-1.6,-17.2,-37.9,-21.0,i
CCC(C)NC(=O)CC1Oc2ccc(Cl)cc2NC1=O (stereo not drawn),6.0,23.0,-4.8,-8.2,-10.0,0.0,-2.6,4.0,i
CC(=O)c1ccc(-n2nnnc2SCC(=O)N2CCN(C(=O)c3ccco3)CC2)cc1,9.9,-8.0,2.2,-4.5,-6.6,3.3,-13.1,-0.7,i
COC1CCCCC1Nc1cc(C)cc(C)c1 (stereo not drawn),3.2,2.8,4.0,-6.0,-0.6,1.1,-7.2,4.2,i
CCCc1[nH]nc2c1C(/C(C)=C/c1ccccc1)C(C#N)=C(N)O2 (stereo not drawn),-4.0,9.6,2.8,2.4,-1.5,-0.4,-2.4,-4.8,i
CC(=O)C1=C(O)C(=O)N(CC#N)C1c1cccs1 (stereo not drawn),1.3,-23.4,0.4,-8.1,-12.7,1.5,6.7,-2.0,i
O=C(Nc1nnc(CSCc2ccc(Cl)cc2)s1)c1cccc([N+](=O)[O-])c1,-6.4,7.1,-1.3,42.2,-3.9,1.9,-5.6,1.4,i
SMILES,PABP1 MLLE inh,SKN-1 block,Rin1-Abl PPI inh,FAS-TE inh,bovine MsrA act,MT1-MMP act inh,NRP1-CendR mod,eLon inh,Neddylation inh
CC(/C=C/c1ccc(Cl)o1)=C\C(=O)O,8.3,-23.7,-3.3,-7.8,-10.7,0.3,-4.9,5.2,i
COc1ccc(CCNC(=O)c2nn(C)cc2Cl)cc1,-9.2,9.7,0.1,-3.5,-0.8,3.6,14.8,5.8,i
Cc1ccc2nc(C3CCN(C(=O)NCc4ccccc4)CC3)[nH]c2c1,-0.3,0.6,5.5,-5.2,-4.9,12.7,1.7,-17.3,i
CC(=O)c1cc2c(cc1NC(=O)C1CCC1)OCO2,6.2,12.3,-0.1,-7.5,-2.9,2.4,-4.0,-2.0,i
COC(=O)[C@@]12C[C@@H](CC(=O)NCCc3ccccc3OC)C(=O)N(Cc3cccc4ccccc34)C1=CCC(C)(C)C2,nt,-4.0,nt,nt,nt,-18.3,17.2,nt,i
CCOC(=O)c1cc(C#N)c(C)nc1N(CC)CC,-2.1,-1.5,-0.7,9.6,-4.1,2.4,0.8,-0.1,i
CC(=O)COc1ccccc1OC(=O)c1ccco1,-1.2,9.8,-0.3,-6.2,0.9,-2.1,-6.2,0.5,i
CC1CCN(C(=O)COC(=O)C2CCN(S(=O)(=O)c3c(Cl)cccc3Cl)CC2)CC1,5.5,0.6,0.1,7.2,-8.2,4.5,3.6,-7.3,i
O=C(c1ccc2c(c1)OCCO2)N1CCCCC1,-1.1,-14.3,2.6,-10.0,-4.4,2.6,0.5,-6.7,i
Cc1ccccc1OCC(O)COc1ccccc1C,8.8,-1.7,-1.5,10.9,-0.9,-1.3,10.6,1.8,i
CCCNC(=O)C(CC)NC(=O)c1ccc(C#N)cc1 (stereo not drawn),4.5,-10.6,5.0,-9.0,-6.5,2.8,-4.6,3.0,i
COc1cccc(NC(=O)Cn2c(=O)n(-c3ccccc3)c(=O)c3sccc32)c1,-2.5,-23.5,-0.5,-2.3,-6.8,4.1,-1.5,2.5,i
CCN(CC(=O)Nc1ccc(OC)cc1)CC(=O)Nc1ccc(Cl)cc1F,10.8,0.0,2.8,0.0,0.1,4.5,10.4,-2.1,i
Cc1ccc(C(=O)N/C(=C\c2cccs2)C(=O)NC2CCCCC2)cc1,-8.5,3.1,-2.9,-0.7,-1.8,-5.3,-4.4,-0.8,i
CC(=O)Nc1ccc(N2C(=O)CC(c3ccccc3)CC2=O)cc1,7.8,-4.0,3.2,-7.6,-2.7,0.2,2.2,7.2,i
CCCc1nnc(NC(=O)C(C)N2C(=O)C3C4C=CC(C4)C3C2=O)s1 (stereo not drawn),6.3,21.0,-0.9,-7.1,-5.6,-1.0,6.1,-3.7,i
CCOC(=O)c1cccc(NC(=O)CCc2c(C)nc3ncnn3c2C)c1,-0.8,2.8,-4.8,-4.2,-3.1,1.8,-0.5,-0.6,i

# Quoted from the listing.
# In FAS-TE inh, CCN(CC)S(=O)(=O)c1ccc(NC(=O)CNC2CCCCC2)cc1 shows -1.9
# In MT1-MMP act inh, O=C(Nc1nnc(CSCc2ccc(Cl)cc2)s1)c1cccc([N+](=O)[O-])c1 shows 1.9

# Screening results: PubChem BioAssay, several laboratories
